Diaph inh CS = inhibits diaphorase or chemically oxidizes, flagging diaphorase assay artifacts. 0.69% of 190,000 active. inhibition, % at 20 µM. diaphorase resazurin-to-resorufin fluorescence, NADH, 16 min; bacterial (C. kluyveri) enzyme, not human. AID 1217;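 active = primary screen inhibition at 20 µM above a set limit, cut at about 50% in these data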;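 note: plate controls were DMSO with full reaction for no effect and wells lacking NADH for full effect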
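Assay system: diaphorase enzyme from Clostridium kluyveri; Input: enzyme working solution with 0.14 U/mL diaphorase; Timing: 16 min at room temperature; Technique: resorufin fluorescence, excitation 544 nm, emission 590 nm; Benchmarks: positive control minus NADH, DMSO neutral control.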
S1P3 antag = blocks the human S1P3 receptor; CHO S1P3 NFAT-BLA reporter, FRET fluorescence, antagonist mode; Q99500; inhibition, % at 4.98 µM; 0.27% of 170,000 active;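 active = inhibition above the plate cutoff, the mean inhibition of test wells on that plate plus 3 SD, cut at about 28% in these data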;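 note: cells challenged with S1P at its EC80 of 0.8 µM; blue over green emission ratio from cleaved BLA substrate after 4 h stimulation; 0% = S1P-stimulated wells and 100% = unstimulated DMSO-only wells; some compounds past the cut are filed as inactive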
PMI activator = increases human mannose-6-phosphate isomerase activity; P34949; 0.005% of 190,000 active; activation factor at 20 µM; AID 1214; purified human PMI, coupled resazurin fluorescence, 20 min; stronger effect = higher value; 1 = vehicle control, 0 substrate-free wells;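 active = activation factor of 2 or more at 20 µM, relative to plate controls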
RAM inhibit = inhibitors of the yeast RAM network; S. cerevisiae dse1pr::URA3 reporter, 5-FOA growth OD615, 2 d; analog-sensitive cbk1-as2 kinase mutant strain; inhibition, % at 50 µM; 1.8% of 190,000 active; AID 868;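 active = inhibition above a set limit, 3 SD over mean compound inhibition, cut at about 8.4% in these data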;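 note: 0% = DMSO-only wells with no growth and 100% = 10 µM 1-NA-PP1 full growth; inhibition rescues growth on 5-FOA so higher OD means more RAM inhibition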
G6PDH CS = L. mesenteroides G6PDH inhibition counter-screen | Purified L. mesenteroides G6PDH, diaphorase/resazurin coupled fluorescence, 45 min | inhibition, % at 5 µM | 0.12% of 200,000 active | AID 1020
L major viab = Leishmania major promastigote growth inhibition. Leishmania major promastigotes, resazurin fluorescence viability. inhibition, % at 10 µM. 9% of 200,000 active. AID 1063;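 note: promastigotes grown with compound for 44 hours at 28 °C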
TLR4 MyD88 comp = blocks binding of human TLR4 to MyD88. HeLa CL3-4 TLR4/MyD88 BLA complementation, FRET ratio. inhibition, % at 8.4 µM. 0.18% of 200,000 active; in the data active = inhibition above about 25%;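 note: 0% = vehicle and 100% = reference inhibitor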
Target sequence (O00206 whole entry, looked up): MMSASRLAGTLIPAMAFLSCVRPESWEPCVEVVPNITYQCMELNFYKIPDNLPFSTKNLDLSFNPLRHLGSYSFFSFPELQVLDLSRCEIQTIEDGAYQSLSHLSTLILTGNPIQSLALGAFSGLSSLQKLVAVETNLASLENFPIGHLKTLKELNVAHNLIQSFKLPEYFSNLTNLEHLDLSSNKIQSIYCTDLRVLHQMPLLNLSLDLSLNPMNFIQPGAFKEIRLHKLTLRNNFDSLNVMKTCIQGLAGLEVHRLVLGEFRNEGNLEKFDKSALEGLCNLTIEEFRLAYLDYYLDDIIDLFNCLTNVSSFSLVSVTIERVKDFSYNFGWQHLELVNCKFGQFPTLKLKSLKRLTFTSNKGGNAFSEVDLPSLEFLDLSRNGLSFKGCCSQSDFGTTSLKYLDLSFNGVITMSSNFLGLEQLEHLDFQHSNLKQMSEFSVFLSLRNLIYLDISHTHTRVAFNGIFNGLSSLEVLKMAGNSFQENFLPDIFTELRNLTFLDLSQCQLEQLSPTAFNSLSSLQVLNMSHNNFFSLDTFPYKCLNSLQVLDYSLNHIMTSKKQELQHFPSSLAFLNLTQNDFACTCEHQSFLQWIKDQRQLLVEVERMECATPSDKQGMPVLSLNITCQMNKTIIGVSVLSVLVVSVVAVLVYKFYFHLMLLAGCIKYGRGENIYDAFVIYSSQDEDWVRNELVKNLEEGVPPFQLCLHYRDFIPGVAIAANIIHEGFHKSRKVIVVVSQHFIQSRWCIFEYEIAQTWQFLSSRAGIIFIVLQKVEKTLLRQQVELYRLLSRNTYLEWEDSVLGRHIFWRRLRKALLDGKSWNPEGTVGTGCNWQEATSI
Target sequence (Q99836 whole entry, looked up): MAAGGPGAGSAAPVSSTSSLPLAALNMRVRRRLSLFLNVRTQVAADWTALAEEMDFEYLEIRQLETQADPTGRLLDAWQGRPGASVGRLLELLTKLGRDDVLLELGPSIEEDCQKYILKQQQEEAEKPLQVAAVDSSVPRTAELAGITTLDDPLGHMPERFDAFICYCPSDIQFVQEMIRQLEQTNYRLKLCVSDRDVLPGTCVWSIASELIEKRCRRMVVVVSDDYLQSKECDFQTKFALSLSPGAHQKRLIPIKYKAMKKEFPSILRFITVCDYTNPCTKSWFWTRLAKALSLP
Hsp70 act = transcriptional activators of Hsp70. HeLa Hsp70 promoter luciferase reporter, luminescence; scaled: vehicle 0, proteasome-inhibitor control 100%. activation, % at 10 µM. 0.04% of 200,000 active. AID 1203;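 active = activation above the mean across all tested compounds plus 3 SD, cutoff set per campaign, cut at about 5.5% in these data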;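 note: 100% = MG132 at 30 µM as the positive control and 0% = DMSO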
PMI act hi M6P = increases human PMI activity with near-saturating mannose 6-phosphate. P34949. coupled PMI enzyme assay, resazurin fluorescence, 20 min; stronger effect = higher value; 1 = untreated enzyme, 0 = substrate-free blank. activation factor at 20 µM. 0.34% of 190,000 active;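 active = activation factor of 2 or more at 20 µM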
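Test system – human PMI in coupled enzyme assay · Timing – 20 min incubation at room temperature · Detection – Diaphorase-driven resazurin-to-resorufin fluorescence, excitation 544, emission 590 nm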
DTT redox prof = compounds producing H2O2 with reducing agent – biochemical, NIH compound library profiling, artefact control for MLSCN library redox annotation, primary screen | activation, % at 10 µM | 0.03% of 200,000 active | DTT-dependent redox cycling H2O2, phenol red/HRP absorbance; 100% = 100 µM peroxide control, 0% = buffer;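 active = activation of at least 50% relative to the plate's high and low controls in the primary single-dose screen; inactive = activation below 50%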;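 note: compound incubated with DTT at 0.8 mM final as the reducing agent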
Diaph act CS = activates diaphorase or chemically reduces, flagging diaphorase assay artifacts; Diaphorase/resazurin coupled assay, resorufin fluorescence, 16 min; stronger effect = higher value; 1 = vehicle wells, 0 = NADH-free wells; 0.005% of 190,000 active; activation factor at 20 µM;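 active = diaphorase activity raised at least twofold by the compound at 20 µM; inactive = activation factor below 2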
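Measured by – red resorufin fluorescence at 544/590 nm excitation/emission · Test system – Clostridium kluyveri diaphorase, purified enzyme · Incubation – reaction time 16 min, room temperature · Buffer or medium – 50 mM HEPES pH 7.4 with 4.542 mM MgCl2, 0.005% Tween 20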
* hit, by the source's call; · = no result given. Cut-off read from the data, not from the text of the source, unless noted: active = inhibition above about 50%; inactive = the rest. Not a hit list; about 12% have a hit in one of these screens.

SMILES	Diaph inh CS	S1P3 antag	PMI activator	RAM inhibit	G6PDH CS	L major viab	TLR4 MyD88 comp	Hsp70 act	PMI act hi M6P	DTT redox prof	Diaph act CS
CC(C)(O)c1nnn(-c2ccccc2)c1C(F)(F)F	0	-15	1	1.8	1	-5	3	0.1	1	3.2	1
O=C(NCCCn1ccnc1)/C(=C/c1ccccc1)NC(=O)c1ccccc1	4	2	0.9	0.8	18	-1	-3	-0.4	0.9	-0.3	1
CC(=O)Nc1cc2c(cc1Br)OCCO2	12	·	0.9	2.6	0	-4	10	-0.1	0.9	3.5	0.9
CCOc1ccc(OCC)c(C2C(C#N)=C(N)N(c3cccnc3)C3=C2C(=O)CC(C)(C)C3)c1 (stereo not drawn)	17	-1	0.8	0.4	7	-6	-6	-0.1	0.8	-0.6	0.8
Cc1ncc([N+](=O)[O-])n1CCOC(=O)NC(NCc1ccccc1)C(Cl)(Cl)Cl (stereo not drawn)	15	·	1	0.9	-5	-3	-16	-0.1	1	-3.8	0.9
CC(C)C(=O)N1CCN(c2ccc(NC(=O)COc3ccccc3[N+](=O)[O-])cc2)CC1	7	-10	1	2.3	19	3	-9	-0.4	1	0.0	0.9
CN(C)C(=O)N1CCC(C(=O)NCc2ccc(F)cc2)CC1	1	-28	1	-0.2	4	-2	12	-0.2	1.1	-1.2	1
c1cncc(-c2nc(NCC3COc4ccccc4O3)c3ccccc3n2)c1 (stereo not drawn)	20	·	0.9	1.4	-1	77*	-19	-0.1	1	0.1	0.8
CCC(=O)N1CCN(c2ccc(Cl)cc2NC(=O)c2ccc3c(c2)OCCO3)CC1	12	9	0.9	1.4	-47	34	-10	-0.3	0.9	-2.1	0.9
CCOc1cc(NC(=O)CC(C)C)c(OCC)cc1NC(=O)CCn1nnc2ccccc21	7	·	1	0.9	2	0	-3	0.0	1	-0.6	0.9
CC1Cc2ccccc2N1CC(=O)NC(=O)NC1CCCCC1 (stereo not drawn)	29	-5	0.9	0.9	10	92*	-6	-0.2	0.8	-0.8	0.7
CCOC(=O)c1cccnc1SCC(=O)Nc1ccc(C)cc1	13	-1	1	1.6	-4	2	4	0.1	1	0.9	0.9
COc1cc(/C=N/NC(=O)c2ccncc2)ccc1OCc1cnc(Cl)s1	-9	-12	1	2.4	5	2	2	0.2	1	-0.7	1.1
CCOc1ccccc1N1CC(C(=O)Nc2cccc(S(=O)(=O)N3CCCCC3)c2)CC1=O (stereo not drawn)	24	-24	1.1	2.4	4	-2	-5	-0.4	1	-0.9	0.8
O=C(NCCCN1CCCCCC1)c1ccc2c(Cl)c3c(nc2c1)CCCC3	-25	-9	1.1	-0.5	2	73*	6	-0.4	1.1	0.1	1.2
Cc1ccc(Nc2cc(=O)[nH]c(=O)[nH]2)c(C)c1	1	·	0.9	0.7	5	-6	-1	-0.2	0.9	2.2	1
Cc1cc(NC(=O)c2cc(-c3cccc(Cl)c3)on2)no1	-2	14	1.1	2.6	0	-5	-2	-0.1	1.1	-1.3	1
Cc1ccc(S(=O)(=O)c2nc(NN(C)C)sc2Cl)cc1	11	-7	1.1	0.1	4	8	4	-0.1	1	-0.1	0.9
Cc1ccc(S(=O)(=O)CCC(=O)Nc2ccc(S(=O)(=O)N(C)C)cc2)cc1	2	-9	1.1	-0.3	1	-3	5	-0.1	1	0.9	1
O=C(N/N=C/CCc1ccccc1)c1ccccc1	26	·	0.9	0.7	-3	-16	-7	-0.3	0.9	-1.2	0.7
Cc1cc2ccccc2n1CCNC(=O)COc1ccccc1	18	4	0.9	4.7	-22	-4	·	·	0.9	-1.4	0.8
O=C1CCC2c3ccc4ccccc4c3CCN12 (stereo not drawn)	25	·	1	0.7	-1	-6	-4	0.0	0.6	-1.8	0.8
Cc1noc(C)c1CSc1nnc(-c2ccncc2)n1-c1ccc(Cl)c(Cl)c1	5	11	1	1.8	7	4	-11	-0.1	1	-0.6	0.9
CCc1ccc(NC(=O)CSc2nc3ccccc3c(=O)n2CCCC(=O)N2CCCC2)cc1	-2	·	1.1	4.9	6	0	7	0.1	1	0.3	1
CCOC(=O)c1ccc(NC(=O)CSC2=NC(=O)C(CC)C(=O)N2)cc1 (stereo not drawn)	13	-30	0.9	3.0	10	0	-1	-0.1	0.9	5.1	0.9

Filtered by structure, the entries above containing two or more sulfur atoms (2)
SMILES	Diaph inh CS	S1P3 antag	PMI activator	RAM inhibit	G6PDH CS	L major viab	TLR4 MyD88 comp	Hsp70 act	PMI act hi M6P	DTT redox prof	Diaph act CS
Cc1ccc(S(=O)(=O)c2nc(NN(C)C)sc2Cl)cc1	11	-7	1.1	0.1	4	8	4	-0.1	1	-0.1	0.9
Cc1ccc(S(=O)(=O)CCC(=O)Nc2ccc(S(=O)(=O)N(C)C)cc2)cc1	2	-9	1.1	-0.3	1	-3	5	-0.1	1	0.9	1

(more compounds)
SMILES	Diaph inh CS	S1P3 antag	PMI activator	RAM inhibit	G6PDH CS	L major viab	TLR4 MyD88 comp	Hsp70 act	PMI act hi M6P	DTT redox prof	Diaph act CS
CCc1ccc(/C=C/C(=O)c2ccc(S(=O)(=O)N(C)C)cc2)cc1	10	-21	0.8	4.0	9	-1	2	-0.2	0.9	0.6	0.9
CN(C(=O)c1ccc2c(c1)OCO2)C1(C(=O)NC2CCCC2)CCCCC1	18	·	0.8	0.5	-6	-4	-17	-0.2	0.9	-0.5	0.8
O=C(CN1CCN(S(=O)(=O)c2ccc(Br)cc2)CC1)N/N=C/c1cccnc1	10	1	1	1.7	-3	3	2	0.1	1.1	0.5	0.9
COc1ccccc1N(CC(=O)NC1CCCC1)C(=O)c1csnn1	8	-29	0.9	2.2	16	-3	-2	-0.1	1	0.5	0.9
Cc1nc2nc(C)c(CCC(=O)Nc3ccc4c(c3)OCO4)c(C)n2n1	12	-14	1	3.2	0	2	11	-0.2	1	2.0	0.9
CCC(C)(C)NC(=O)C(c1ccc(C)cc1)N(Cc1cccnc1)C(=O)c1csnn1 (stereo not drawn)	5	·	1.1	0.8	7	4	-2	-0.2	1.1	-0.4	0.9
COc1ccc(CNC2CCCCC2C)c(OC)c1 (stereo not drawn)	17	-21	1	0.6	16	13	-6	-0.2	1	0.1	0.8
CC1CCN(C(=O)CSc2nnc(Cn3c(=O)sc4ccccc43)n2C)CC1	15	-22	1	0.7	1	-2	0	0.0	1	-0.3	0.9
N#Cc1c(-c2cccc(F)c2)cc(-c2ccccc2)nc1Br	15	·	1.1	5.4	-2	-5	-1	-0.3	1	3.5	0.9
C=CCNC(=S)Nc1ccccc1	-5	·	1	3.2	7	-4	-9	-0.5	0.9	-0.5	1.1
OCCN1CCOCCN(CCO)CCOCC1	-2	-31	1	-0.7	2	-3	-1	-0.3	1	0.4	1
O=C1c2ccccc2C(=O)N1c1cccc(-c2csc(Nc3ccc4c(c3)OCO4)n2)c1	44	3	0.9	8.0	-29	-9	0	-0.1	1	0.6	0.6
COc1ccc(CCn2c(=O)c3cccnc3n(Cc3ccc([N+](=O)[O-])cc3)c2=O)cc1OC	-12	-4	1.1	2.2	10	14	-8	-0.4	1	-0.8	1.1
O=C(NCC1(c2ccccc2)CCCC1)c1ccccc1Br	17	1	1	0.2	-1	55*	7	-0.3	1	-0.7	0.8
CCN(CC)C(=O)COC(=O)c1cc(-c2ccc(OC)cc2)nc2ccccc12	12	·	0.9	5.9	9	7	4	-0.3	0.9	0.0	0.9
Cc1scc(C(=O)N2CCN(c3ccc(Cl)cc3)CC2)c1C	-3	4	0.9	0.7	9	2	9	-0.2	0.9	0.6	1
Cn1c(=O)c2c(nc(CN3CCOCC3)n2CCCO)n(C)c1=O	-2	·	1.1	0.0	-1	-5	-6	-0.2	1	1.1	1
Cc1cc(C)n(C(=O)c2ccc([N+](=O)[O-])c(Cl)c2)n1	13	-15	1	1.7	6	92*	-2	-0.1	1	·	0.9
O=C(CN1CCC(n2nnc3cc(F)ccc32)CC1)NCc1ccco1	7	-16	1.1	0.8	4	-3	0	-0.1	1	1.3	0.9
CCc1c(C)nc2ncnn2c1N1CCC(C(=O)NCc2ccc3c(c2)OCO3)CC1	15	8	0.9	1.8	2	-5	6	-0.3	0.9	0.0	0.8
Cc1ccc(-n2cccn2)c(CN2CCCC(C(=O)c3sccc3C)C2)c1 (stereo not drawn)	13	18	1	1.3	7	87*	-12	0.5	1	1.2	0.9
O=C(/C=C\NCC(=O)c1ccccc1)c1ccc(F)cc1	17	·	1.3	-0.8	2	-3	3	0.1	1.7	-7.8	0.8
CCOCCn1c(SCc2ccc(C)cc2)nc2c1c(=O)[nH]c(=O)n2C	12	-40	1	1.5	3	2	-11	1.8	0.9	0.0	0.9
Cc1ccc(CNC(=O)C2CCCN(S(=O)(=O)c3c(C)n[nH]c3C)C2)cc1 (stereo not drawn)	2	·	1.1	8.0	1	1	10	-0.4	1.1	0.0	1
COc1cc(-c2nc3oc4ccccc4c(=O)c3c(=O)n2Cc2ccco2)cc(OC)c1OC	27	9	0.9	3.0	-2	2	-18	-0.3	0.7	3.3	0.7
Cc1cc(OCCN2CCOCC2)nc2ccccc12	8	·	1	2.0	12	-5	-2	0.0	1	-1.1	0.9
Cc1cccc(S(=O)(=O)c2c(N)n(Cc3ccco3)c3nc4ccccc4nc23)c1	23	-2	1.1	4.1	10	78*	3	-0.4	1.1	-0.5	0.8

Record cards (already shown). Order of screens: Diaph inh CS	S1P3 antag	PMI activator	RAM inhibit	G6PDH CS	L major viab	TLR4 MyD88 comp	Hsp70 act	PMI act hi M6P	DTT redox prof	Diaph act CS
CN(C(=O)c1ccc2c(c1)OCO2)C1(C(=O)NC2CCCC2)CCCCC1 across the screens: 18	·	0.8	0.5	-6	-4	-17	-0.2	0.9	-0.5	0.8
O=C(NCCCN1CCCCCC1)c1ccc2c(Cl)c3c(nc2c1)CCCC3 across the screens: -25	-9	1.1	-0.5	2	73*	6	-0.4	1.1	0.1	1.2
O=C(N/N=C/CCc1ccccc1)c1ccccc1 across the screens: 26	·	0.9	0.7	-3	-16	-7	-0.3	0.9	-1.2	0.7
Cc1cc(NC(=O)c2cc(-c3cccc(Cl)c3)on2)no1 across the screens: -2	14	1.1	2.6	0	-5	-2	-0.1	1.1	-1.3	1

Screens from PubChem.
